Screening results deposited in PubChem BioAssay by several laboratories.
ARFGAP1 inh: inhibitors of rat ARFGAP1 | Arfgap1-stimulated ARF1 GTP hydrolysis, GDP FP detection | inhibition, % at 16.5 µM | Q62848 | hit rate 0.26% among 360,000;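 active = inhibition above a per-plate limit, mean inhibition of low control wells plus 3 SD, cut at about 25% in these data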;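 also: 0% = DMSO wells with enzyme and 100% = wells lacking Arfgap1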
Target sequence (Q62848 1-136 limits assumed): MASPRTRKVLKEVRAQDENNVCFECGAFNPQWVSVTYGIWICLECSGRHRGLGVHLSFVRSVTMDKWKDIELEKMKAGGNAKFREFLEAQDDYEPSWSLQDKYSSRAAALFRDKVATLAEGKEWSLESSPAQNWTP
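system = rat Arfgap1 catalytic domain, aa 1-136 | technique = FP, GDP Alexa 633 tracer displaced from anti-GDP antibody, 620/688 nm | compound = one concentration, 16.5 µM, DMSO 1.26% | medium = HEPES-based buffer, pH 7.5 | timing = compound-enzyme preincubation 20 min, reaction 120 min, detection 60 min, 25 °C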
Rev-erbA mod: modulators of human Rev-erb alpha DNA binding; activity, % at 10 µM; P20393; hit rate 0.79% among 370,000; Rev-erbα–FITC-DNA binding, fluorescence polarization, 90 min;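 active = activity above about 14%, limit read from the data; passing the limit was not always enough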;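 also: 0% = DMSO wells with 35 nM protein and 100% = DMSO wells with 750 nM protein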
SMARCA2 act: increases SMARCA2 function in MMTV reporter cells. MG213 cells, MMTV-luciferase reporter, dexamethasone, overnight. activation, % at 9.1 µM. hit rate 1% among 370,000. AID 652017; in the data active = activation above about 7.8%;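 also: 0% = vehicle wells and 100% = reference activator wells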
HTRA1 inh: inhibitors of human serine peptidase HTRA1; recombinant HTRA1, FP-rhodamine activity-based probe, fluorescence polarization; inhibition, % at 5.96 µM; hit rate 0.5% among 340,000; in the data active = inhibition above about 36%;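 also: 0% = enzyme with DMSO and 100% = wells lacking enzyme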
rCAG RNA binder: r(CAG) repeat RNA binding; TO-PRO-1 dye displacement fluorescence; inhibition, % at 3 µM; hit rate 1.3% among 370,000; AID 651821;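 active = inhibition above the plate cutoff, the mean of all test compounds on that plate plus 3 SD, cut at about 35% in these data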;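 also: 0% = DMSO alone and 100% = 100 µM mitoxantrone as full dye displacement; higher means more dye released from RNA so lower well fluorescence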
PG9 binder: PG9 antibody binding by small molecule | inhibition, % at 6.7 µM | hit rate 0.43% among 360,000 | TR-FRET gp120-PG9 antibody binding; in the data active = inhibition above about 8.5%
NPR1 activator: GC-A (human) enzyme activation; HEK293 GC-A cells, cGMP TR-FRET, EC30 ANP; 0% at EC30 ANP, 100% saturating ANP; activation, % at 10 µM; hit rate 0.14% among 370,000; P16066; in the data active = activation above about 40%
NPR2 activator: GC-B (human) receptor activation; AID 1920062; activation, % at 10 µM; HEK293-GC-B cells, CNP EC30, cGMP TR-FRET; 0% at EC30 CNP, 100% saturating CNP; hit rate 0.11% among 370,000;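 active = activation at 10 µM reaching about 35% in either raw or pattern-adjusted values, limit read from the data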
mABHD4 FP: inhibitors of mouse ABHD4 | inhibition, % at 8.92 µM | hit rate 0.54% among 370,000 | purified mABHD4, FP-Rh probe fluorescence polarization | Q8VD66;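 active = inhibition exceeding the mean over every tested compound plus 3 SD, cut at about 30% in these data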;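 also: 0% = plate median of compound wells and 100% = S159A mutant with DMSO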
Target sequence (Q8VD66 whole entry, looked up): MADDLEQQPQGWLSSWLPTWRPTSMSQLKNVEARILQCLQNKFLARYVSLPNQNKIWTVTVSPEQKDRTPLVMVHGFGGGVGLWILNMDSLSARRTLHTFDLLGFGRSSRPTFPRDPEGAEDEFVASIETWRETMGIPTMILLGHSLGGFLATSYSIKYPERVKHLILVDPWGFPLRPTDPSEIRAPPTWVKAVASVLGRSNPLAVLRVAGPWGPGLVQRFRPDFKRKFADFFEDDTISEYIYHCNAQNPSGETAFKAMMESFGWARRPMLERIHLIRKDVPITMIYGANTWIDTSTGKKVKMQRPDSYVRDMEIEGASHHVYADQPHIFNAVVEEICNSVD
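Test system: mouse ABHD4 enzyme, wild type. Reagent: FP-Rh fluorescent activity-based probe, added after compound pre-incubation. Timing: pre-incubation 45 min, probe exposure 60 min, at 25 °C. Technique: FP readout, ex 525 nm / em 598 nm. Benchmarks: high control S159A mutant with DMSO, low control median of compound wells.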
ASAP1 inh: ASAP1 ArfGAP inhibition; Q9ULH1; ASAP1-stimulated ARF1 GTP hydrolysis, GDP FP detection; inhibition, % at 16.5 µM; hit rate 0.19% among 360,000; in the data active = inhibition above about 25%;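 also: 0% = vehicle with enzyme and substrate and 100% = no enzyme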
Target sequence (Q9ULH1 325-724 limits assumed): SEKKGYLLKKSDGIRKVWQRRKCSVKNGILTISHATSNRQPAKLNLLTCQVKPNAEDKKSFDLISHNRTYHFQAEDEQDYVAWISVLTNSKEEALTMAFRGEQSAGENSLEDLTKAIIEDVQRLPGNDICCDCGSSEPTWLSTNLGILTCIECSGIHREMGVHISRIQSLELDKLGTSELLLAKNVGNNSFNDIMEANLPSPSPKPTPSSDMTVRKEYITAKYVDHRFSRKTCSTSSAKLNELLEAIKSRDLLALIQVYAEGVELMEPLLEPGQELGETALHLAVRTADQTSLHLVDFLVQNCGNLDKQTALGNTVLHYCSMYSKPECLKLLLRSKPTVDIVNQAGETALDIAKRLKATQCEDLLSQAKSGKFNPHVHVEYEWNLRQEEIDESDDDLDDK
* hit, by the source's call; / = not tested or not shown.

1) O=S(=O)(CCS(=O)(=O)c1ccccc1)c1ccccc1
2) CC(C)c1nnc(NC(=O)C2CCN(C(=O)Nc3ccccc3)CC2)s1
3) CC(=O)Nc1c(O)nc(SCc2ccccc2C#N)[nH]c1=O
4) O=c1c2ccccc2nc2n1C(CSCc1ccc(Cl)cc1Cl)CS2 (stereo unspecified)
5) CCOC(=O)C1=C(O)/C(=C/c2ccc(OCC(=O)O)c(OC)c2)SC1=Nc1ccc(OC)cc1

compound no.	1	2	3	4	5
ARFGAP1 inh	18	6	2	6	17
Rev-erbA mod	1	0	5	5	1
SMARCA2 act	-2	5	-2	-1	0
HTRA1 inh	-4	-2	2	6	-13
rCAG RNA binder	2	0	2	4	52*
PG9 binder	-0.7	-0.6	0.3	0.8	-4.3
NPR1 activator	3	-3	4	-12	-2
NPR2 activator	2	7	-3	-12	-2
mABHD4 FP	-2	-2	3	6	-15
ASAP1 inh	-5	7	-4	12	-7

6) COc1ccc(C(C(=O)NC2CCCC2)N(C(=O)c2ccoc2C)c2ccc(C)c(C)c2)cc1 (stereo unspecified)
7) C/C(Cc1ccccc1)=N\NC(=O)CNC(=O)Cc1ccccc1
8) Nc1n[nH]c(N)c1N=Nc1ccc(F)cc1
9) CC1CCCN(C(=O)c2nn(C)c3c2CS(=O)(=O)c2ccccc2-3)C1 (stereo unspecified)
10) Cc1ccccc1C(=O)Nc1ccccc1N1CCCCC1

compound no.	6	7	8	9	10
ARFGAP1 inh	4	-8	4	-10	-13
Rev-erbA mod	1	2	1	-5	-1
SMARCA2 act	-1	2	3	-2	4
HTRA1 inh	-11	-2	-10	4	-5
rCAG RNA binder	-6	-1	-2	-1	-7
PG9 binder	-1.0	0.3	-3.1	-2.2	-1.4
NPR1 activator	-20	2	-7	4	-27
NPR2 activator	-7	-10	-3	-2	-8
mABHD4 FP	0	-9	2	-8	4
ASAP1 inh	8	-1	-6	1	-11

Next section, overlapping the part above by 4 compounds.
7) C/C(Cc1ccccc1)=N\NC(=O)CNC(=O)Cc1ccccc1
8) Nc1n[nH]c(N)c1N=Nc1ccc(F)cc1
9) CC1CCCN(C(=O)c2nn(C)c3c2CS(=O)(=O)c2ccccc2-3)C1 (stereo unspecified)
10) Cc1ccccc1C(=O)Nc1ccccc1N1CCCCC1
11) CC(=O)Nc1cccc(-c2ccnc3c2CC(C)(C(=O)Nc2cccc(C(C)=O)c2)O3)c1 (stereo unspecified)
12) N#Cc1nc(COc2ccc(-c3ccccc3)cc2)oc1NCc1cccnc1
13) CC1CC(Nc2ccccc2N)=CC(=O)O1 (stereo unspecified)
14) O=C(CCN1C(=O)c2ccccc2S1(=O)=O)Nc1cccc2ccccc12
15) CC(C)C1S/C(=N/N=C/c2cccs2)NC1=O (stereo unspecified)

compound no.	7	8	9	10	11	12	13	14	15
ARFGAP1 inh	-8	4	-10	-13	-17	24	3	10	10
Rev-erbA mod	2	1	-5	-1	-6	-2	1	0	2
SMARCA2 act	2	3	-2	4	-2	-1	7	-3	0
HTRA1 inh	-2	-10	4	-5	/	2	5	-6	13
rCAG RNA binder	-1	-2	-1	-7	0	6	1	0	6
PG9 binder	0.3	-3.1	-2.2	-1.4	0.3	0.3	-0.8	-0.5	-3.0
NPR1 activator	2	-7	4	-27	-2	7	-1	3	4
NPR2 activator	-10	-3	-2	-8	-3	-1	3	-5	-2
mABHD4 FP	-9	2	-8	4	4	-15	5	2	-2
ASAP1 inh	-1	-6	1	-11	6	3	3	-12	11

16) COc1cc(OC)c(C(=O)Nc2ccncc2)cc1OC
17) COc1cc(C(=O)NCC(=O)N2CCN(S(=O)(=O)c3cc(C)ccc3C)CC2)cc(OC)c1OC
18) Oc1ccc(C[C@@H](CN2CCC[C@@H]2CN2C(=S)NC[C@@H]2Cc2ccccc2)N2C[C@H](Cc3ccccc3)N(CCc3ccccc3)C2=S)cc1
19) COc1cc2[nH]c(=S)n(CCN3CCCCC3C)c(=O)c2cc1OC (stereo unspecified)
20) CC(C)[C@H]1C(=O)Nc2ccccc2N1C(=O)N[C@@H](Cc1ccccc1)C(=O)N[C@H](C(=O)O)c1ccccc1

compound no.	16	17	18	19	20
ARFGAP1 inh	5	-2	-12	10	4
Rev-erbA mod	0	-4	-1	-4	6
SMARCA2 act	3	-1	-1	-2	0
HTRA1 inh	2	5	/	3	1
rCAG RNA binder	-2	-5	13	-6	18
PG9 binder	-3.8	2.9	-0.3	3.5	0.6
NPR1 activator	-1	-3	-4	4	0
NPR2 activator	-1	-11	-1	0	6
mABHD4 FP	1	-7	-21	1	0
ASAP1 inh	5	2	0	3	16

21) CCOC(=O)NC(C(Cl)(Cl)Cl)S(=O)(=O)c1ccccc1 (stereo unspecified)
22) Cc1ccc(C2CC(=O)Oc3cc(C)cc(C)c32)cc1 (stereo unspecified)
23) CC(C)n1c(-c2cccs2)nc2ccccc21
24) c1ccc(-n2c(-c3ccncc3)nnc2N2CCOCC2)cc1
25) CCN(CC)C(=O)Cn1ncc2c1-c1ccccc1OC2

compound no.	21	22	23	24	25
ARFGAP1 inh	-1	9	-3	0	16
Rev-erbA mod	-5	0	0	-1	-2
SMARCA2 act	3	-2	1	-1	0
HTRA1 inh	5	-12	0	0	7
rCAG RNA binder	-4	-1	-1	1	-1
PG9 binder	0.4	-1.2	1.2	0.5	0.9
NPR1 activator	2	4	-2	0	0
NPR2 activator	5	2	1	5	7
mABHD4 FP	-1	-13	-2	7	-5
ASAP1 inh	-6	-6	-12	-3	-5

26) COCc1cc(=O)[nH]c(-c2ccccc2)n1
27) CCOC(=O)c1ccc(Nc2nnc(C)c3ccccc23)cc1
28) CCOc1ccc(NS(=O)(=O)c2ccc(NC(=O)c3ccccn3)cc2)cc1
29) CCO[C@H]1OC(C(=O)Nc2ccccc2)=C[C@@H](c2cn(C(C)=O)c3ccccc23)[C@@H]1CCCO
30) O=C(Cc1cn(Cc2cccc(Cl)c2)c2ccccc12)N1CCCC1

compound no.	26	27	28	29	30
ARFGAP1 inh	-2	15	3	4	-3
Rev-erbA mod	-4	7	-1	3	5
SMARCA2 act	1	4	-2	1	-1
HTRA1 inh	5	-15	-16	-26	-21
rCAG RNA binder	0	-4	5	7	-7
PG9 binder	-1.3	0.8	2.8	-2.9	-2.9
NPR1 activator	-1	-7	-2	1	-11
NPR2 activator	8	-10	-2	6	-7
mABHD4 FP	1	-5	-4	-14	-39
ASAP1 inh	-9	22	-5	2	8

31) O=C(NC(=S)N1CCOCC1)C12CC3CCC(CC(C3)C1)C2
32) CCN1C[C@@H]2[C@@H]3C(=O)N(C)C(=O)[C@@H]3[C@](C)(C1=O)N2C(=O)c1ccc(Cl)cc1
33) CC(=O)Nc1ccc(NC(=O)CSc2ccc(-c3sc(C)nc3C)nn2)cc1
34) CC(C)CNC(=S)NNC(=O)c1csc2c1CCC(C)C2 (stereo unspecified)
35) O=C(CSc1nnc(-c2ccncc2)n1Cc1ccco1)Nc1ccccc1Cl

compound no.	31	32	33	34	35
ARFGAP1 inh	-4	-6	4	5	1
Rev-erbA mod	2	0	-3	-3	5
SMARCA2 act	-1	0	1	-3	-2
HTRA1 inh	4	3	8	-11	0
rCAG RNA binder	0	3	2	5	-1
PG9 binder	-0.6	0.4	2.9	-1.3	-3.6
NPR1 activator	-2	1	0	-4	-2
NPR2 activator	4	-1	-11	1	3
mABHD4 FP	-5	4	-4	14	-11
ASAP1 inh	-9	6	1	-6	-16

Values by screen from the entries so far:
Compounds 32 to 35 in SMARCA2 act: 0, 1, -3, -2
Compounds 32 to 35 in mABHD4 FP: 4, -4, 14, -11

More structures:
36) Cc1cccc(C)c1N1CCc2cn[nH]c21
37) Cc1onc(-c2ccccc2Cl)c1C(=O)N(Cc1nc(-c2ccccc2)no1)C1CCCCC1
38) CC(C)(C)SCCNC(=O)/C=C/c1ccc([N+](=O)[O-])cc1
39) Fc1ccccc1-n1cn[nH]c1=S
40) CCC(C)n1c(SCC(=O)N(CC)c2c(N)n(Cc3ccccc3)c(=O)[nH]c2=O)nc2ccccc2c1=O (stereo unspecified)

compound no.	36	37	38	39	40
ARFGAP1 inh	0	-3	3	-3	-7
Rev-erbA mod	4	3	-3	-8	-3
SMARCA2 act	4	-3	-1	7	-2
HTRA1 inh	27	-1	-4	-2	-1
rCAG RNA binder	0	1	-1	-4	-1
PG9 binder	-1.5	2.6	-1.8	2.1	-0.4
NPR1 activator	2	0	7	2	-1
NPR2 activator	7	-1	0	2	0
mABHD4 FP	-6	6	5	0	-7
ASAP1 inh	-8	0	10	-14	-6

41) CN1CCN(c2ccc(S(=O)(=O)N3CCCCC3)cc2NC(=O)COc2cccc(Cl)c2)CC1
42) O=C(NC(c1ccc(-c2ccccc2)cc1)c1cnccn1)C1CCN(CCOc2ccc(Cl)cc2Cl)CC1 (stereo unspecified)
43) CCOC(=O)c1cc(S(=O)(=O)N2CCN(Cc3ccccc3)CC2)cn1C
44) COc1ccc(Cl)cc1NC(=O)CSc1nnc(Cc2ccc(C)cc2)c(=O)[nH]1
45) O=S(=O)(NCCCCNS(=O)(=O)c1c(F)cccc1F)c1ccc2c(c1)OCCO2

compound no.	41	42	43	44	45
ARFGAP1 inh	-12	6	6	-1	5
Rev-erbA mod	-3	-3	-3	-8	-5
SMARCA2 act	-2	-2	-3	-4	1
HTRA1 inh	-30	/	7	-49	0
rCAG RNA binder	1	4	2	75*	-3
PG9 binder	-1.2	-1.5	-1.4	3.3	-1.3
NPR1 activator	1	-1	3	-4	3
NPR2 activator	5	4	-1	-4	9
mABHD4 FP	2	6	-19	-27	-1
ASAP1 inh	5	5	-8	0	-2

46) Cc1noc(C)c1CSc1nc2sc(C)c(C)c2c(=O)n1-c1ccccc1
47) O=C(NCCN1CCOCC1)C(=O)NCC1OCCN1S(=O)(=O)c1ccccc1 (stereo unspecified)
48) O=C(Nc1ccccc1)C1CC=CCC1C(=O)OCC1CCCO1 (stereo unspecified)
49) Cc1noc(C)c1COC(=O)C1CC(O)CN1S(=O)(=O)c1ccc(Cl)cc1 (stereo unspecified)
50) O=C(C[C@@H]1C/C=C/CC[C@@H](Cc2ccc(F)cc2)C(=O)OC[C@H](Cc2ccccc2)NC1=O)N[C@H](CO)Cc1ccccc1

compound no.	46	47	48	49	50
ARFGAP1 inh	8	7	-2	-7	-10
Rev-erbA mod	18	-1	-3	0	-4
SMARCA2 act	-3	1	1	-2	0
HTRA1 inh	-8	-1	7	2	-23
rCAG RNA binder	5	2	0	-4	6
PG9 binder	1.0	0.3	0.5	1.8	1.0
NPR1 activator	-16	4	3	1	6
NPR2 activator	-7	3	3	1	-2
mABHD4 FP	-8	3	11	2	-6
ASAP1 inh	7	8	7	-10	5

51) O=C(COC(=O)COc1ccc(Br)cc1)NC1CCS(=O)(=O)C1 (stereo unspecified)
52) Cc1onc(-c2ccccc2)c1C(=O)N1CC(C)OC(C)C1 (stereo unspecified)
53) S=C(NCc1ccccc1)Nc1ccncc1
54) CC1CC(C)CN(c2oc(Cc3ccccc3)nc2C#N)C1 (stereo unspecified)

compound no.	51	52	53	54
ARFGAP1 inh	-1	9	2	7
Rev-erbA mod	0	5	-2	0
SMARCA2 act	0	0	-4	-1
HTRA1 inh	-4	0	3	-8
rCAG RNA binder	1	0	4	-2
PG9 binder	0.0	1.1	-2.6	-0.3
NPR1 activator	-1	5	1	1
NPR2 activator	-3	0	-2	2
mABHD4 FP	3	5	-2	0
ASAP1 inh	4	9	-4	-1
